Screening results (PubChem BioAssay)
Autophagy mod: autophagy modulation, high-content screen; MEF GFP-LC3 puncta imaging; test concentration mostly 10 µM; calls only at 10 µM (by protocol); 190,000 tested, 0.98% active; AID 463193;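 active = percentage of spot-positive cells more than 3 SD above its plate mean, without a fluorescence outlier flag or 80% toxicity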;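 also: spot-positive cell cutoff set from DMSO-treated cells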
MT stabilizer: microtubule stabilizers in HeLa cells. HeLa tubulin immunostaining HCS, 24 h; share of cells brighter than vehicle mean+2SD. % tubulin-high responders, % at 10 µM. 200,000 tested, 0.83% active. AID 2205;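 active = plate Z-score above 3 for both tubulin-high and condensed-nucleus cell shares, with cell loss under 80%, at 10 µM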;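 also: anti alpha tubulin signal scored within the nucleus-defined area of each cell; some results filed as inactive read as strong as hits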
b-catenin transl: beta-catenin nuclear translocation modulation. HeLa beta-catenin nuclear translocation, immunofluorescence imaging. nuclear translocation activity, % at 5 µM. 190,000 tested, 0.3% active. AID 1665;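 active = nuclear translocation activity above 50% at 5 µM, with a well cell count of 50 or more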;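 also: per-cell ratio of nuclear to cytoplasmic median beta-catenin stain intensity; plate controls were DMSO negative control for no effect and GSK-3 inhibitor IX positive control for full effect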
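Assay system: human HeLa cells, native beta-catenin; doses: 5 µM primary, 0.02–20 µM confirmation; incubation: compound treatment 24 h, 37°C, 5% CO2; technique: fluorescence imaging of beta-catenin antibody stain plus DAPI; measure: % activation, nuclear-to-cytoplasmic median beta-catenin signal ratio per cell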
M1AAP inhibition: malaria alanyl aminopeptidase activity blockers – biochemical, fluorogenic H-Leu-NHMec substrate, 1536-well (AID 1445); recombinant M1AAP, H-Leu-NHMec fluorogenic kinetic assay; higher % means a stronger effect; one-dose inhibition, % at 30 µM; IC50 in µM for titrated hits; 220,000 tested, 0.42% active;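 active = primary inhibition above the hit cutoff, then over 50% inhibition at one or more dose response concentrations, cut at about 23% in these data, passing the limit was not always enough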;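 also: plate controls were DMSO full reaction for no effect and no enzyme background for full effect; strong numbers were not always called active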
ER stress rescue: protection against thapsigargin-triggered cell killing – 384-well, CSM14.1, ATP luminescence, primary screen (AID 1222) | CSM14.1 thapsigargin-induced death rescue, ATP luminescence; higher % means a stronger effect | one-dose cellular ATP content (survival), % at 20 µM; EC50 in µM for titrated hits | 190,000 tested, under 10 active;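 active = EC50 below 50 µM in the dose-response confirmation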;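 also: death triggered by thapsigargin at about 15 µM added after 2 h compound pretreatment; cell ATP read after overnight thapsigargin exposure of roughly 18 to 22 hours; normalized against plate controls of thapsigargin alone and 5% DMSO vehicle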
UTI89 phage lysis: protection from phage-mediated lysis, alamar blue read-out – E. coli UTI89, K1F phage, bacterial capsule biogenesis inhibitors (AID 488966); inhibition, % at 100 µM, or IC50 in µM where a hit was titrated; 340,000 tested, 0.02% active; E. coli UTI89 K1F phage lysis, alamar blue, 2 h; higher % means a stronger effect;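 active = phage lysis inhibition, versus mean bacterial control, above a set limit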;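 also: capsule biogenesis inhibitors block K1F phage lysis so surviving cells raise fluorescence; higher fluorescence means more inhibition of phage lysis; actives were called in the ten point dose series up to 300 µM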
Insulin prom up: MIN6 insulin promoter up-regulation; MIN6 insulin promoter-GFP reporter, high-content imaging; active compounds read high; z-score at 5 µM; 190,000 tested, 0.3% active; AID 1625;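 active = z-score above 3 at 5 µM with at least 500 cells counted in the well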
M17LAP inhibition: P. falciparum M17LAP inhibitors, primary screen, biochemical, fluorogenic H-Leu-NHMec substrate, 1536-well (AID 1619); recombinant M17LAP, H-Leu-NHMec fluorogenic kinetic assay; higher % means a stronger effect; inhibition, % at 30 µM, or IC50 in µM where a hit was titrated; 220,000 tested, 0.38% active;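 active = compound inhibiting the enzyme by more than half at any dose during confirmatory dose-response retesting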;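 also: plate controls were full reaction with DMSO carrier for no effect and no enzyme background for full effect; strong numbers were not always called active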
Dynein cargo inh: blocks dynein driven cargo transport along microtubules | z-score, hits read low | 3617.4 mouse cells, GR-EGFP nuclear translocation imaging; test concentration mostly 20 µM; stimulated with dexamethasone, 1 µM; active compounds read low | 220,000 tested, 0.47% active;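 active = plate z-score of nuclear minus cytoplasmic receptor signal below a set negative limit, without overly bright fluorescence or cell loss, cut at about -3.5 in these data, passing the limit was not always enough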;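 also: z-score of nuclear minus cytoplasmic ring GR-EGFP intensity difference per well; some compounds called inactive have numbers as strong as hits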
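medium = tetracycline-free induction medium containing charcoal-stripped FBS | also added = 1.0 µM final dexamethasone stimulus | schedule = 48 h induction, 1 h compound, 30 min dex at 37 °C | technique = fixed, Hoechst-stained cells imaged at 10x for EGFP | measure = GR-EGFP nuclear translocation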
Dynein cargo inh cytoplasmic EGFP: recorded beside Dynein cargo inh, whose call it bears; z-score; measured here: cytoplasmic GR-EGFP intensity; active compounds read high
Dynein cargo inh nuclear GR-EGFP: second read-out of Dynein cargo inh, no call of its own (marks repeat the call); z-score; measured here: nuclear GR-EGFP intensity;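 lower value marks the stronger effect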
Dynein cargo inh cell count: further read-out of Dynein cargo inh, marked with its call; z-score; measured here: cell count per field
Insulin prom up cell count: second read-out of Insulin prom up, no call of its own (marks repeat the call); cell count; measured here: cytotoxicity, nuclei count;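 total cells summed across four imaged fields per well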
b-catenin transl cell count 5 µM: recorded beside b-catenin transl, whose call it bears; cell count; measured here: cell count, cytotoxicity flag
MT stabilizer Hoechst-high %: second read-out of MT stabilizer, no call of its own (marks repeat the call); % Hoechst-high responders; measured here: nuclear condensation Hoechst responders;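 share of cells brighter than vehicle mean plus two SD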
MT stabilizer cytotoxicity %: further read-out of MT stabilizer, marked with its call; toxicity, %; measured here: cytotoxicity by cell density;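 0% = mean cell density of plate MIN control wells and 100% = no cells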
Autophagy mod cell loss 18 h: second read-out of Autophagy mod, no call of its own (marks repeat the call); toxicity, %; measured here: cell loss, nuclei count;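 cell loss after 18 h compound exposure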
* = called active by the depositor; i = inactive; nt = not tested or not shown; [ ] = another dose, or the depositor's remark.

SMILES	Autophagy mod	Autophagy mod cell loss 18 h	MT stabilizer	MT stabilizer Hoechst-high %	MT stabilizer cytotoxicity %	b-catenin transl	b-catenin transl cell count 5 µM	M1AAP inhibition	ER stress rescue	UTI89 phage lysis	Insulin prom up	Insulin prom up cell count	M17LAP inhibition	Dynein cargo inh	Dynein cargo inh cytoplasmic EGFP	Dynein cargo inh nuclear GR-EGFP	Dynein cargo inh cell count
COc1ccccc1N1CCN(C(=O)c2ccc(CSc3ccccc3)cc2)CC1	i	10	2.3	1.4	0.1	-2.6	492	-2%	0.9%	7.3%	-0.06	1272	-4%	-0.26	-0.28	-0.23	0.72
Cc1ccc(S(=O)(=O)N2CC(O)C[C@H]2C(=O)OCC(=O)c2ccccc2)cc1 (stereo partly specified)	i	5	2.5	1.5	1.4	-2.7	522	-5%	0.1%	4.1%	-0.21	1310	-2%	-0.33	-0.34	-0.56	0.85
Cc1c(C(=O)Nc2c(C)n(C)n(-c3ccccc3)c2=O)oc2ccccc12	i	1	2.4	2.7	21	0.6	1102	0%	-1.6%	0.2%	-0.32	1824	11%	-0.6	-0.25	-0.25	-0.037
COc1ccc(N(CC(=O)Nc2ccc(S(=O)(=O)N3CCCCC3)cc2)S(C)(=O)=O)cc1OC	i	-36	2.4	1.3	4.3	-1.4	1392	0%	-0.7%	0.0%	0.32	1498	6%	0.38	-0.16	1.1	-0.52
CCOc1cccc(C(=O)Nc2nc(-c3ccc(S(=O)(=O)N4CCOCC4)cc3)cs2)c1	i	5	4.5	2.3	3.8	-1.3	1043	2%	nt	0.1%	0.79	1112	-11%	0.67	-0.24	0.18	0.91
O=C(N=Nc1c(O)[nH]c2ccccc12)c1cc(-c2cccs2)[nH]n1	nt	nt	nt	nt	nt	2.2	1226	11%	nt	-0.2%	0.75	857	9%	2.1	-0.19	1.7	-0.42
Cc1ccc(O)c(NC(=O)CSc2ccc(Cl)cc2)c1	i	-31	3.3	0.7	0.4	-0.2	899	1%	0.6%	-0.5%	0.27	1385	-3%	0.46	-0.21	0.44	-0.82
O=C(C1CC(c2ccccc2O)=NO1)N1CCc2ccccc2C1 (stereo unspecified)	i	-3	1.3	1.2	9.2	nt	nt	6%	-1.5%	0.3%	nt	nt	-1%	-0.86	-0.28	-0.6	0.82
Cc1cccc(OCC(O)Cn2c(=N)n(Cc3ccccc3)c3ccccc32)c1 (stereo unspecified)	nt	nt	nt	nt	nt	-3.1	1102	5%	nt	0.6%	-0.51	772	0%	-0.25	-0.26	-0.19	1.2
O=C(COc1ccc(C(=S)N2CCC(Cc3ccccc3)CC2)cc1)N1CCOCC1	i	7	2.3	1.3	0.6	-3.7	1157	3%	0.5%	-0.2%	-0.58	1467	-5%	-0.42	-0.24	-0.035	0.16
O=C(CCN1CCCCCC1)Nc1cccc(Cl)c1	i	3	1.8	2.2	7.8	nt	nt	2%	-1.6%	3.6%	nt	nt	6%	0.13	-0.19	0.1	-0.13
COc1cccc(Cn2cnc3c(NS(=O)(=O)c4cccc(Cl)c4Cl)c(C)c(C)cc32)c1	i	9	3.0	0.8	7.1	-2.5	1196	4%	-0.6%	0.0%	-0.09	1828	3%	2.4	-0.14	0.82	-1.8
COCCN1C(=O)Cc2c1nc(N)c1c(N)nc(N3CCN(c4ccc(F)cc4)CC3)c(C#N)c21	i	-3	2.5	2.1	4.0	2.3	1069	15%	2.3%	1.8%[50 µM]	-1.1	1048	9%	-0.7	-0.083	-0.82	0.51
CCOC(=O)N1CCC(NC(=O)C2CCCN(S(=O)(=O)c3cccc4nsnc34)C2)CC1 (stereo unspecified)	i	11	5.2	2.7	7.0	-1.8	921	1%	-0.3%	2.2%	-0.27	926	7%	-0.37	-0.18	0.079	-0.6
COc1ccc(Cl)cc1NC(=S)N(Cc1ccc(C(=O)O)cc1)Cc1ccc(OC)c(OC)c1	i	-5	5.3	2.5	11	-1.2	1171	12%	-17%	1.0%	0.53	1195	10%	-0.91	-0.36	-0.1	0.32
Cc1cc2cc(CNC(=O)c3cc4ccccc4o3)ccc2n1C	i	9	10	1.1	16	-0.7	1036	9%	-0.7%	nt	0.6	1213	1%	1.1	0.77	0.93	-1.5
O=C(NCc1ccccc1)c1ccc(Br)cc1	i	41	2.3	0.8	7.6	-1.5	939	nt	-1.9%	-0.2%	-0.17	1655	nt	-0.65	-0.35	-0.079	0.92
CC(=O)c1cccc(S(=O)(=O)NCCC(=O)O)c1	i	3	4.2	3.6	8.1	-4.3	1157	3%	0.2%	0.2%	1.2	1254	0%	0.33	-0.34	0.64	-0.21
Fc1ccc(CNC(=S)NC2CCCCCC2)cc1	i	30	3.5	2.0	12	-1.1	1049	3%	-0.9%	-0.1%	-0.08	1529	7%	-0.23	-0.24	0.29	-0.48
COC(=O)c1oc2ccc(OC)cc2c1N	i	-6	5.0	1.7	5.9	-2.4	1223	0%	-3.1%	1.4%	0.66	1112	3%	-1.1	-0.19	-0.27	0.45
Nc1ccc2c(c1)OC1(CCCCC1)O2	i	-3	2.9	2.2	13	-1.7	1107	9%	-1.0%	0.3%	-0.2	1256	14%	0.71	-0.32	0.5	-0.21
COc1ccccc1-c1cc(C(=O)NN)[nH]n1	nt	nt	nt	nt	nt	-1.5	1320	2%	nt	nt	1.1	1060	-5%	2.4	-0.19	1.3	-1.5
Cc1ccc(C(=O)N/N=C2\CCSC2)cc1[N+](=O)[O-]	i	3	3.5	3.6	2.5	2.7	459	9%	-1.7%	3.0%[50 µM]	0.16	1146	6%	-0.49	-0.31	-0.32	0.44
CCOC(=O)c1c(NC(=O)/C=C/c2ccco2)sc(C)c1C	i	2	3.6	1.7	10	-2.2	1038	3%	-1.3%	-0.7%	-0.12	1471	-14%	1.7	-0.048	0.63	0.13
C=CCn1c(=S)[nH]c2sccc2c1=O	i	5	5.0	3.0	7.0	-3.0	1070	0%	-1.2%	0.1%	0.14	1291	6%	0.77	-0.17	0.54	-1

Single records, from the list above. Order of values: Autophagy mod, Autophagy mod cell loss 18 h, MT stabilizer, MT stabilizer Hoechst-high %, MT stabilizer cytotoxicity %, b-catenin transl, b-catenin transl cell count 5 µM, M1AAP inhibition, ER stress rescue, UTI89 phage lysis, Insulin prom up, Insulin prom up cell count, M17LAP inhibition, Dynein cargo inh, Dynein cargo inh cytoplasmic EGFP, Dynein cargo inh nuclear GR-EGFP, Dynein cargo inh cell count
Fc1ccc(CNC(=S)NC2CCCCCC2)cc1 in the list: i, 30, 3.5, 2.0, 12, -1.1, 1049, 3%, -0.9%, -0.1%, -0.08, 1529, 7%, -0.23, -0.24, 0.29, -0.48
Cc1ccc(S(=O)(=O)N2CC(O)C[C@H]2C(=O)OCC(=O)c2ccccc2)cc1 (stereo partly specified) in the list: i, 5, 2.5, 1.5, 1.4, -2.7, 522, -5%, 0.1%, 4.1%, -0.21, 1310, -2%, -0.33, -0.34, -0.56, 0.85
Cc1ccc(O)c(NC(=O)CSc2ccc(Cl)cc2)c1 in the list: i, -31, 3.3, 0.7, 0.4, -0.2, 899, 1%, 0.6%, -0.5%, 0.27, 1385, -3%, 0.46, -0.21, 0.44, -0.82
O=C(COc1ccc(C(=S)N2CCC(Cc3ccccc3)CC2)cc1)N1CCOCC1 in the list: i, 7, 2.3, 1.3, 0.6, -3.7, 1157, 3%, 0.5%, -0.2%, -0.58, 1467, -5%, -0.42, -0.24, -0.035, 0.16
Nc1ccc2c(c1)OC1(CCCCC1)O2 in the list: i, -3, 2.9, 2.2, 13, -1.7, 1107, 9%, -1.0%, 0.3%, -0.2, 1256, 14%, 0.71, -0.32, 0.5, -0.21

Carrying on:
SMILES	Autophagy mod	Autophagy mod cell loss 18 h	MT stabilizer	MT stabilizer Hoechst-high %	MT stabilizer cytotoxicity %	b-catenin transl	b-catenin transl cell count 5 µM	M1AAP inhibition	ER stress rescue	UTI89 phage lysis	Insulin prom up	Insulin prom up cell count	M17LAP inhibition	Dynein cargo inh	Dynein cargo inh cytoplasmic EGFP	Dynein cargo inh nuclear GR-EGFP	Dynein cargo inh cell count
COc1ccc(C(=O)NCCc2nnc(SCC(=O)Nc3ccccc3F)n2C)cc1	i	13	2.4	1.9	5.1	3.1	887	-6%	-0.4%	0.4%	0.13	1581	5%	1.1	0.12	1.6	-1.1
COC(=O)c1nc(NC(=O)c2ccc(F)cc2)n[nH]1	i	29	1.4	1.2	9.8	0.5	1140	13%	-0.7%	0.1%	-0.21	1381	-10%	-0.031	-0.19	0.17	-0.75
Cc1nn(-c2ccccc2)c(C)c1C(=O)OC/C(O)=C(\C#N)c1nc2ccccc2[nH]1	i	6	2.2	2.2	1.3	1.4	1156	-11%	2.5%	0.4%	0.75	971	9%	-0.53	-0.15	-0.14	0.6
CCOC(=O)C1CCCN(Cc2ccc(O)c(OC)c2)C1 (stereo unspecified)	i	9	3.7	1.6	3.3	-4.9	887	-13%	-2.0%	-0.2%	-0.19	1086	-8%	1.4	-0.1	1.2	-0.7
CCOc1ccc(C(=O)NC(=S)Nc2ccccc2N2CCC(C)CC2)cc1[N+](=O)[O-]	i	-2	1.1	0.9	11	nt	nt	-3%	9.2%	-0.2%	nt	nt	1%	-0.45	-0.23	-0.56	0.2
COc1ccc(NC(=O)CN(C)S(=O)(=O)c2cccc3cccnc23)cc1	i	12	5.0	3.5	6.9	nt	nt	5%	-0.4%	11%	0.61	902	16%	0.012	-0.2	0.15	0.3
